# High-throughput results deposited in PubChem BioAssay by NMMLSC.
# VLA-4 allo ag: enhancers of LDV-FITC binding to VLA-4 integrin, primary screen, Jurkat cells, flow cytometry. AID 528, 2006. 24,000 tested, under 10 active. activation, % at 10 µM (by protocol);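 active = fluorescent ligand binding to cells raised by more than 40% of the manganese-induced maximum; inconclusive = compound's own fluorescence above 85% of the ligand control signal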;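 note: 0% = ligand binding without compound and 100% = manganese-stimulated maximal binding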
# Target sequence (P13612 whole entry, looked up): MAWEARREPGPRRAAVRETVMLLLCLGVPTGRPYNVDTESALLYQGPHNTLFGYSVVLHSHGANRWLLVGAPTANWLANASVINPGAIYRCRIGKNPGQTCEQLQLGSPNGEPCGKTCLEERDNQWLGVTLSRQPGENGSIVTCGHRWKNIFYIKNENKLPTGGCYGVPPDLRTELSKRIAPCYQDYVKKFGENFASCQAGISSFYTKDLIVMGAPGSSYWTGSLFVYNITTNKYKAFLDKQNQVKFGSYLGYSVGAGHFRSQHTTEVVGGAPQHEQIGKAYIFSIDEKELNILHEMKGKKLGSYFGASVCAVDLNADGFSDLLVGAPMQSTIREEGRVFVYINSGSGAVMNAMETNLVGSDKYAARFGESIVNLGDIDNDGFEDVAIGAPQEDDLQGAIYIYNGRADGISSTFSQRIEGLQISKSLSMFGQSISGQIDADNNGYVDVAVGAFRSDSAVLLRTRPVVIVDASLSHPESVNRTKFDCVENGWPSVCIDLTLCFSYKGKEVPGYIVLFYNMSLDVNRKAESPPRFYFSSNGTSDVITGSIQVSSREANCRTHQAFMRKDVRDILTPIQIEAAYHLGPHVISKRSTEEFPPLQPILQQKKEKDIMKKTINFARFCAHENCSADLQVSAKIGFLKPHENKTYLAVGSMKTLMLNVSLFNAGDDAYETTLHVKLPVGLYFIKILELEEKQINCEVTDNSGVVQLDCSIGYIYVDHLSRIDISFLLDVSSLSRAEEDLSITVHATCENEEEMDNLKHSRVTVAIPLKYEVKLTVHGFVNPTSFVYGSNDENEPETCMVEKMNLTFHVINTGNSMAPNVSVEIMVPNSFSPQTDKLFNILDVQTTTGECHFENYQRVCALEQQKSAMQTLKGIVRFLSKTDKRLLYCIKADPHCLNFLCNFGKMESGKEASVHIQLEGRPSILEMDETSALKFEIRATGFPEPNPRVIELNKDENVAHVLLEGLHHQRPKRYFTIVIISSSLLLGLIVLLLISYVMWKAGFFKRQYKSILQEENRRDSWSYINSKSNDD
# LNCaP diff act: activators of LNCaP prostate cell differentiation, primary screen, flow cytometry side scatter | side scatter shift, % at 10 µM | 4 d | actives 0.56% (n = 24,000);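 active = side scatter shift above 30%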;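 note: androgen-responsive LNCaP prostate cancer cells in charcoal-stripped serum medium; percent of cells past a gate set so DMSO wells show 10% shift; higher shift means more granular cells and more differentiation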
# VLA-4 antagonist: inhibitors of LDV-FITC binding to Mn2+-activated VLA-4, primary screen, Jurkat cells; LDV-FITC binding with Mn2+, flow cytometry; 100% = Mn2+-driven binding gain fully reversed; inhibition, % at 10 µM (by protocol); actives 0.2% (n = 24,000); Integrin alpha-4 (Homo sapiens), P13612;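 active = inhibition above 50%; inconclusive = compound itself fluorescent, judged against control cell fluorescence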;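 note: 0% = Mn2+ stimulated cells lacking compound and 100% = ligand binding without Mn2+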
# Jurkat autofluor: compound autofluorescence on Jurkat cells, primary screen, artefact control for VLA-4 allosteric ligand project, cell-based, flow cytometry | fluorescence ratio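 (tested at 10 µM compound in the well)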 | AID 576, 2007 | actives 0.61% (n = 24,000) | hits give high values; 1 = vehicle-only cell background;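 active = fluorescence ratio above 2.44, which is 1 plus 3 SD of all ratios; inconclusive = signal too bright to measure linearly, ratio around 10 or more; inactive = fluorescence ratio below 2.44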;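 note: green fluorescence of cells measured with 488 nm excitation and 530 nm emission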
# Starred values were filed as active, the others as inactive; u = inconclusive.
# Every second line gives: VLA-4 antagonist | LNCaP diff act | VLA-4 allo ag | Jurkat autofluor
1. COc1nc(C#N)nc(N(C)C)n1
 : 0 | 3 | 7 | 0.84
2. COc1ccccc1C(=O)NCCn1cc(SCC(=O)NCc2ccco2)c2ccccc21
 : -4 | 10 | -3 | 1
3. COc1cc(C)nc(N2CCCC(C(=O)Nc3cccc(Cl)c3Cl)C2)n1 (stereo not drawn)
 : -18 | 18 | 6 | 0.95
4. Cc1cc(-c2nc3ncccc3o2)ccc1N
 : -10 | 8 | 3 | 1.5
5. Cn1cccc1-c1cc(C(=O)O)[nH]n1
 : -28 | 8 | 4 | 0.98
6. O=C(CN1CCN(c2ccc(F)cc2)CC1)OCc1ccccc1
 : 12 | 6 | 4 | 1
7. COc1ccc2c(c1)cc(C(=O)O)n2C
 : -5 | 3 | 1 | 1
8. Cc1cccc(NC(=O)C2CCCN2C(=O)OCC(C)C)c1C (stereo not drawn)
 : -10 | 8 | 1 | 0.94
9. Cc1onc(-c2ccccc2Cl)c1C(=O)N1CCN(c2cccc(Cl)c2)CC1
 : u | 1 | u | 1.2
10. CN(C(=O)CSc1ncccc1C(=O)O)c1ccccc1
 : -36 | 1 | -3 | 1.1
11. O=C(Cn1ncc2c(=O)oc3ccccc3c21)NCC1COc2ccccc2O1 (stereo not drawn)
 : -18 | 5 | 1 | 0.98
12. Cc1cc(Br)c(S(=O)(=O)n2nnc3ccccc32)cc1C
 : 4 | 5 | 0 | 0.99
13. Cc1nc2ccc3nc(NC(=O)c4ccc(S(=O)(=O)N5CCOCC5)cc4)sc3c2s1
 : -9 | 6 | -7 | 1.2
14. CN(C)c1cc(-c2ccccc2)nc(N)n1
 : -20 | 12 | 5 | 0.99
15. COc1cccc(N2CCN(C(=O)CCn3c(=S)[nH]c4cc5c(cc4c3=O)OCO5)CC2)c1
 : -3 | 6 | -2 | 1.2
16. O=C(Cn1nnc(-c2cccc(C(F)(F)F)c2)n1)NC(=O)NCc1ccco1
 : 18 | 11 | -6 | 1.1
17. CC(=O)Nc1cn(C(C)=O)c(C)n1
 : -3 | 4 | -3 | 0.93
18. CC1CCCCN1S(=O)(=O)c1ccc2c(c1)CCN2C(=O)CCC(=O)O (stereo not drawn)
 : 10 | 7 | 2 | 0.94
19. O=S(=O)(NCC1CCCO1)c1ccc2c(c1)OCCO2 (stereo not drawn)
 : -4 | 8 | 5 | 1.1
20. O=C(Nc1ncnc2sc3c(c12)CCC3)c1ccco1
 : -10 | 8 | -1 | 1
21. CCN(CC)C(=O)c1ccc(COc2ccccc2Br)o1
 : 8 | 4 | -2 | 1
22. CCOc1ccc(-n2c(Cc3cc(=O)[nH]c(=O)[nH]3)nnc2SCC(N)=O)cc1
 : -4 | 5 | 2 | 0.96
23. COc1cc(C(=O)NCCC(=O)NC2CCCCCCC2)cc(OC)c1OC
 : u | 3 | u | 1.1
24. CC(=O)c1c(C)nc2ccc(Br)cc2c1C(=O)O
 : -34 | 5 | 7 | 1
25. CCCN1CCN(C(=O)c2cn(CC(C)C)c(=O)c3cc(OC)c(OC)cc23)CC1
 : 5 | 14 | -8 | 1
26. COc1ccccc1CN1CC(C(=O)N2CCN(c3ccc(F)cc3)CC2)CC1=O (stereo not drawn)
 : -16 | 18 | -3 | 1.1
27. CCOC(=O)c1sc(=N)n(-c2ccc(OC)cc2)c1C
 : 10 | 20 | 0 | 1
28. COc1cccc(C(=O)CN2CCC(NC(=O)NC3CCCCC3)CC2)c1
 : -7 | 6 | 0 | 1
29. Cn1c(Cn2c(=O)sc3ccccc32)nnc1SCC(=O)NCc1ccccc1Cl
 : -8 | 19 | 6 | 1
30. Cc1ccc(-c2nnn(CC(=O)NC3CC4CCC3C4)n2)cc1 (stereo not drawn)
 : 0 | 4 | 0 | 1.1

# Entries from the list above that have sulfur, in the order listed:
# Every second line gives: VLA-4 antagonist | LNCaP diff act | VLA-4 allo ag | Jurkat autofluor
2. COc1ccccc1C(=O)NCCn1cc(SCC(=O)NCc2ccco2)c2ccccc21
 : -4 | 10 | -3 | 1
10. CN(C(=O)CSc1ncccc1C(=O)O)c1ccccc1
 : -36 | 1 | -3 | 1.1
12. Cc1cc(Br)c(S(=O)(=O)n2nnc3ccccc32)cc1C
 : 4 | 5 | 0 | 0.99
13. Cc1nc2ccc3nc(NC(=O)c4ccc(S(=O)(=O)N5CCOCC5)cc4)sc3c2s1
 : -9 | 6 | -7 | 1.2
15. COc1cccc(N2CCN(C(=O)CCn3c(=S)[nH]c4cc5c(cc4c3=O)OCO5)CC2)c1
 : -3 | 6 | -2 | 1.2
18. CC1CCCCN1S(=O)(=O)c1ccc2c(c1)CCN2C(=O)CCC(=O)O (stereo not drawn)
 : 10 | 7 | 2 | 0.94
19. O=S(=O)(NCC1CCCO1)c1ccc2c(c1)OCCO2 (stereo not drawn)
 : -4 | 8 | 5 | 1.1
20. O=C(Nc1ncnc2sc3c(c12)CCC3)c1ccco1
 : -10 | 8 | -1 | 1
22. CCOc1ccc(-n2c(Cc3cc(=O)[nH]c(=O)[nH]3)nnc2SCC(N)=O)cc1
 : -4 | 5 | 2 | 0.96
27. CCOC(=O)c1sc(=N)n(-c2ccc(OC)cc2)c1C
 : 10 | 20 | 0 | 1
29. Cn1c(Cn2c(=O)sc3ccccc32)nnc1SCC(=O)NCc1ccccc1Cl
 : -8 | 19 | 6 | 1

# The results go on.
# Every second line gives: VLA-4 antagonist | LNCaP diff act | VLA-4 allo ag | Jurkat autofluor
31. COc1cccc(C(=O)N2CCN=C2SCc2cccnc2)c1OC
 : -3 | 2 | 0 | 1
32. CC(C)Cn1cc(C(=O)NCCCN2CCCC2=O)c2c3ccccc3n(C)c2c1=O
 : 17 | 12 | -3 | 1.1
33. Cc1[nH]nc2c1C(c1ccccc1F)CC(=O)N2 (stereo not drawn)
 : -4 | 5 | 0 | 1.1
34. COc1ccc(-n2c(SCC(=O)NCC3CCCO3)nc3n[nH]c(C)c3c2=N)cc1 (stereo not drawn)
 : -28 | 17 | 5 | 1.1
35. O=C1c2ccccc2C(=O)N1C/C=C/CN1C(=O)c2ccccc2C1=O
 : -14 | 7 | -12 | 0.98
36. O=P(O)(CN1CCCCCC1)CN1CCCCCC1
 : -12 | 4 | -4 | 0.95
37. Cc1ccccc1Cn1c(=O)n(Cc2ccco2)c(=O)c2ccccc21
 : 24 | 4 | -12 | 1.2
38. COc1cc2[nH]c(=O)n(CCCCCC(=O)N3CCN(c4ccccc4)CC3)c(=O)c2cc1OC
 : 15 | 1 | -2 | 1.1
39. COc1ccc(NC(=O)C2=C(C)C(=O)OC23CCC(C)CC3)c(OC)c1 (stereo not drawn)
 : u | 3 | u | 1.8
40. COc1ccc(Nc2nc(C)cc(C)c2C#N)cc1OC
 : 0 | 8 | 0 | 0.9
41. COc1ccc(Cl)cc1C(=O)Nn1cnc2ccccc2c1=O
 : 22 | 2 | -5 | 1.1
42. COc1ccccc1S(=O)(=O)Cc1ccc(C(=O)N2CCN(c3cccc(Cl)c3)CC2)o1
 : -14 | 7 | 8 | 1
43. O=C(Oc1cccnc1)c1ccc(Cl)c(Cl)c1
 : 2 | 2 | 2 | 1
44. COc1ccc(NC(=O)c2oc3ccccc3c2NC(=O)c2ccco2)c(OC)c1
 : 5 | 19 | 0 | 1.1
45. CCOc1ccc(C2N(c3ccc(OC)cc3)C(=O)C3CCCN32)cc1OC (stereo not drawn)
 : -2 | 8 | -3 | 1
46. COc1ccc(OC)c(C(=O)CSc2nnc(-c3ccc(OC)c(OC)c3)o2)c1
 : -24 | 13 | -3 | 0.96
47. C=CCn1cc(C(=O)NCc2cccnc2)c(=O)c2cc(S(=O)(=O)N(CC)CC)ccc21
 : 17 | 8 | -7 | 1.1
48. c1ccc(OCc2nc(-c3ccccc3)no2)cc1
 : -3 | 11 | 11 | 1
49. Cc1cc(C(=O)CN2CC(C)OC(C)C2)c(C)n1-c1ccccc1 (stereo not drawn)
 : u | 5 | 1 | 0.94
50. CCCCOc1ccc(C2C3CN(C(=O)OCC)CC=C3C(C#N)=C(N)C2(C#N)C#N)cc1OC (stereo not drawn)
 : u | 11 | u | 1.4
51. COc1ccc(-c2cc(C(F)(F)F)nc(N3CCN(C)CC3)n2)cc1
 : -6 | 43* | -3 | 1
52. O=C(O)CCS(=O)(=O)Cc1cccc(Cl)c1
 : -7 | 5 | 1 | 0.98
53. Cn1c(=O)cc(SCC(=O)N2CCCC2)c2ccccc21
 : -1 | 5 | -2 | 0.98
54. CCCOc1ccc(C2C(=O)N(C3CCCCC3)CC(=O)N2CCCOCC)cc1OC (stereo not drawn)
 : -23 | 5 | 2 | 0.95
55. CC1N=C2c3ccccc3N=C(SCc3cc(=O)n4cc(Cl)ccc4n3)N2C1=O (stereo not drawn)
 : 0 | 7 | 1 | 1
56. CCN(c1ccccc1)S(=O)(=O)c1ccc2[nH]cc(C(=O)N3CCOCC3)c(=O)c2c1
 : 8 | 2 | 6 | 0.98
57. CCOC(=O)CSc1nnc(CNC(=O)c2cc(OCC)c(OCC)c(OCC)c2)n1C
 : 16 | 3 | 11 | 0.92
58. CN1CCCC(OC(=O)COc2ccc(Br)cc2)C1 (stereo not drawn)
 : 3 | 3 | 1 | 1
59. O=C(CCC(=O)OCCCC(F)(F)C(F)(F)F)NC1CCCCC1
 : -16 | 6 | 0 | 0.97
60. Nc1nc(-c2ccccc2)cc(C(F)(F)F)n1
 : -4 | 13 | 3 | 0.96
61. CCOC(=O)c1ccc(NC(=O)CSc2nnc(COc3ccccc3)n2C)cc1
 : -22 | 7 | 4 | 0.93
62. O=C(Nc1cccc(Cl)c1)N1CCN(c2ncccn2)CC1
 : -16 | 16 | 2 | 1
63. CC(C)Oc1ccc(C2CNC(=O)C2)cc1 (stereo not drawn)
 : -3 | 8 | 4 | 0.91
64. COc1cccc(C(=O)CSc2nnc(-c3cc(OC)c(OC)c(OC)c3)o2)c1
 : u | 9 | u | 1.1
65. COc1cccc(CNC(=O)C2CCN(S(=O)(=O)c3cnc[nH]3)CC2)c1
 : 7 | 8 | -4 | 1.1
66. COc1ccc(C2C(C(=O)N3CCCC3)c3cc(OC)c(OC)cc3C(=O)N2C)cc1 (stereo not drawn)
 : 1 | 5 | 1 | 1
67. O=C(NCC(=O)N(c1cnc2ccccc2c1)C(C(=O)NC1CCCC1)c1ccncc1)c1ccco1 (stereo not drawn)
 : -22 | 3 | 1 | 0.94
68. CCCCOc1ccccc1NC(=O)c1ccco1
 : -2 | 11 | -4 | 0.99
69. COc1ccc(CCNC(=O)c2nonc2N)cc1OC
 : -7 | 5 | 5 | 0.95
70. CCOC(=O)c1[nH]c(C)c(C(=O)N2CCN(C(=O)c3ccco3)CC2)c1C
 : 7 | 9 | -2 | 1
71. O=C(c1cccnc1)N1CCN(C(=O)c2ccccc2F)CC1
 : u | 9 | u | 1
72. COc1ccc(-n2c(Cc3cccn3C)nnc2SCC(=O)N2CCCc3ccccc32)cc1
 : -6 | 8 | 3 | 1.1
73. CC(=O)c1c(O)cc(C)n(Nc2nc(C)cc(C)n2)c1=O
 : -2 | 6 | -2 | 1
74. CN(CC(=O)NCc1ccc(F)cc1)S(=O)(=O)c1cccc2nsnc12
 : -18 | 10 | 5 | 1
75. CCOC(=O)Cn1c(N)c(C(=O)OC)sc1=S
 : -4 | 0 | -9 | 1.1
76. Cn1c(=O)[nH]c(=O)c2c1nc(CN1CCOCC1)n2CCCO
 : 4 | 5 | 4 | 0.99
77. c1ccc2c(c1)sc1nnnn12
 : -10 | 8 | 0 | 1
78. CCOC(=O)Nc1ccc2c(c1)Sc1ccccc1N2C(=O)CCN1CCOCC1
 : 0 | 11 | 2 | 1.1
79. Nc1cc(-c2cccc(F)c2)nn1S(=O)(=O)c1cccc2nsnc12
 : u | 6 | u | 0.82
80. COc1ccc2nc(SCC(=O)N3CCNC3=O)[nH]c2c1
 : -1 | 10 | -2 | 1.1
81. CCOC(=O)CSc1nc2cc(C(=O)NCc3ccco3)ccc2c(=O)n1C1CCCCC1
 : -6 | 1 | 4 | 1
82. Cc1ccc(C)n1CCN1CCN(CC(=O)Nc2cc(C(F)(F)F)ccc2Cl)CC1
 : u | 2 | u | 1.1

# These rows are one share of the data, so the mix of outcomes need not match the whole.
